Assay outcomes: PubChem BioAssay, Broad Institute
U2OS ROS induce: cancer cell ROS induction | AID 624156 | U2OS ROS induction, H2DCF-DA fluorescence | 2% of 46,000 active | ROS induction (% of piperlongumine), % at 10 µM; in the data active means ROS induction above about 79%, passing the limit was not always enough; inconclusive means no clear call, values can overlap the other calls;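 further: 0% = DMSO vehicle median and 100% = reference compound median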
* = called active by the depositor. An excerpt; rates above refer to the full screens.

What do the screens show for `C[C@@H]1CN([C@@H](C)CO)C(=O)Cc2cc(NS(=O)(=O)c3ccccc3)ccc2O[C@@H]1CN(C)S(=O)(=O)c1cn(C)cn1`?
U2OS ROS induce: -4

What do the screens show for `C[C@@H]1CN([C@@H](C)CO)C(=O)c2cc(NC(=O)CCC(F)(F)F)ccc2O[C@@H]1CN(C)S(=O)(=O)c1cn(C)cn1`?
U2OS ROS induce: 44

How did C[C@@H]1CN([C@@H](C)CO)C(=O)CCCn2cc(nn2)CO[C@H]1CN(C)C(=O)Oc1ccccc1 do in these assays?
U2OS ROS induce: 0

Results for COc1ccc(S(=O)(=O)Nc2cccc3c2O[C@@H](CN(C)Cc2ccccc2)[C@@H](C)CN([C@H](C)CO)C3=O)cc1 ?
U2OS ROS induce: 15

Results for COc1ccc(-c2nsc(SCC(N)=O)n2)cc1 ?
U2OS ROS induce: -3

How did O=C(O)C1=C[C@H](c2csc3ccccc23)C[C@H](OCc2ccc(CO)cc2)O1 do in these assays?
U2OS ROS induce: 10

Results for O=C(Nc1cccc(C(F)(F)F)c1)c1ccc(-c2ccccc2)cc1 ?
U2OS ROS induce: 8

How did COc1ccc(CCNC(=S)NCCc2ccccc2)cc1OC do in these assays?
U2OS ROS induce: -5

How did O=C(COc1cc(O)c2c(=O)c3ccccc3oc2c1)c1ccc(Cl)cc1 do in these assays?
U2OS ROS induce: -4

How did O=C(Nc1ccc(F)cc1)C(=S)NC1CCCCC1 do in these assays?
U2OS ROS induce: 12

Results for C[C@@H]1CN([C@@H](C)CO)C(=O)Cc2cc(NC(=O)Nc3ccc4c(c3)OCO4)ccc2O[C@@H]1CN(C)C(=O)Nc1ccc2c(c1)OCO2 ?
U2OS ROS induce: 11

Results for Cc1cccc(Nc2nnc(-c3ccc(C)c(S(=O)(=O)NCCO)c3)c3ccccc23)c1 ?
U2OS ROS induce: 14

Results for Cc1ccc(S(=O)(=O)Nc2ccc3c(c2)C(=O)N([C@H](C)CO)C[C@H](C)[C@@H](CN(C)CC2CC2)OCCCC[C@@H](C)O3)cc1 ?
U2OS ROS induce: 3

What do the screens show for `C=CCNC(=O)[C@H]1[C@@H]2C(=O)O[C@@H](c3ccccc3)[C@@H](c3ccccc3)N2[C@@H](c2ccc(OCCO)cc2)[C@]12C(=O)N(C(=O)OCCOC)c1ccc(C#CC3(O)CCCCCC3)cc12`?
U2OS ROS induce: 105*

What do the screens show for `Cn1c(SCc2nc3ccccc3c(=O)[nH]2)nnc1-c1ccco1`?
U2OS ROS induce: 12

What do the screens show for `Cc1c(O)cc2c(c1O)C(=O)CC(c1ccc(O)cc1)O2` (stereo unspecified)?
U2OS ROS induce: 8

Results for Cc1ccc(S(=O)(=O)Nc2ccc3c(c2)C(=O)N([C@H](C)CO)C[C@@H](C)[C@@H](CN(C)CC2CCCCC2)O3)cc1 ?
U2OS ROS induce: -1

What do the screens show for `COc1ccc(NC(=O)Nc2ccc3c(c2)CC(=O)N([C@@H](C)CO)C[C@H](C)[C@@H](CN(C)C(=O)Nc2ccc(C(F)(F)F)cc2)O3)cc1`?
U2OS ROS induce: 19

Results for C[C@H](CO)N1C[C@H](C)[C@H](CN(C)S(=O)(=O)c2ccc(Cl)cc2)Oc2ccc(NC(=O)NC3CCCCC3)cc2C1=O ?
U2OS ROS induce: 5

What do the screens show for `CC(NC(=O)COc1ccccc1C(C)(C)C)c1ccccc1` (stereo unspecified)?
U2OS ROS induce: 34

Results for Cc1noc(C)c1S(=O)(=O)Nc1ccc2c(c1)C(=O)N([C@@H](C)CO)C[C@H](C)[C@@H](CN(C)C(=O)NC1CCCCC1)O2 ?
U2OS ROS induce: 14

Results for CC1(C)CC(=O)C2=C(C1)N(Cc1cccnc1)C(=O)C2(NC(=O)c1ccco1)C(F)(F)F (stereo unspecified) ?
U2OS ROS induce: 4

How did Cc1ccc(S(=O)(=O)N(C)C[C@@H]2Oc3ccc(NC(=O)Nc4ccc(C(F)(F)F)cc4)cc3CC(=O)N([C@@H](C)CO)C[C@@H]2C)cc1 do in these assays?
U2OS ROS induce: 98*

How did C[C@@H]1CN([C@H](C)CO)C(=O)c2cc(NS(=O)(=O)c3cn(C)cn3)ccc2O[C@@H]1CN(C)CC1CCCCC1 do in these assays?
U2OS ROS induce: -6

What do the screens show for `CC(=O)Nc1cc(NC(C)=O)c2nc(N)sc2c1`?
U2OS ROS induce: -7

How did C[C@@H]1CN([C@@H](C)CO)C(=O)c2cc(NC(=O)Cc3ccccc3)ccc2O[C@@H]1CN(C)S(C)(=O)=O do in these assays?
U2OS ROS induce: 0

What do the screens show for `C[C@@H]1CN([C@@H](C)CO)C(=O)c2cc(NC(=O)CCCN(C)C)ccc2O[C@@H]1CN(C)CC1CCCCC1`?
U2OS ROS induce: -11

How did COc1ccc(S(=O)(=O)Nc2ccc3c(c2)C(=O)N([C@H](C)CO)C[C@@H](C)[C@@H](CN(C)C(=O)Nc2ccc4c(c2)OCO4)O3)cc1 do in these assays?
U2OS ROS induce: -12

Results for Cc1noc(C)c1NC(=O)N(C)C[C@@H]1Oc2ccc(NC(=O)CCN3CCOCC3)cc2C(=O)N([C@H](C)CO)C[C@@H]1C ?
U2OS ROS induce: -10

Results for CC1(CO)CC(O)CC2(C)C3=C(CCC12)C(=O)OC3 (stereo unspecified) ?
U2OS ROS induce: -10

What do the screens show for `COc1ccccc1NC(=O)C12CC3CC(CC(C3)C1)C2`?
U2OS ROS induce: 1

How did COC(=O)c1cccc(N=C(N)N=C(N)N)c1 do in these assays?
U2OS ROS induce: 10

Results for COc1ccc(NC(=O)Nc2ccc3c(c2)C(=O)N([C@@H](C)CO)C[C@@H](C)[C@@H](CN(C)S(C)(=O)=O)O3)cc1 ?
U2OS ROS induce: -10

How did Cc1ccc(S(=O)(=O)N2c3ccccc3C(C)(c3ccccc3)CC2(C)C)cc1 (stereo unspecified) do in these assays?
U2OS ROS induce: 51

How did C[C@@H]1CN([C@@H](C)CO)C(=O)c2cc(NC(=O)Nc3ccc(C(F)(F)F)cc3)ccc2O[C@@H]1CN(C)C(=O)Nc1cccc2ccccc12 do in these assays?
U2OS ROS induce: 10

What do the screens show for `C[C@H](CO)N1C[C@H](C)[C@@H](CN(C)C(=O)Nc2ccc3c(c2)OCO3)Oc2c(NC(=O)Nc3cccc4ccccc34)cccc2C1=O`?
U2OS ROS induce: -7

What do the screens show for `C[C@H](CO)N1C[C@H](C)[C@@H](CN(C)C(=O)NC2CCCCC2)Oc2ccc(NS(C)(=O)=O)cc2C1=O`?
U2OS ROS induce: -6

Results for Cc1noc(C)c1S(=O)(=O)Nc1ccc2c(c1)C(=O)N([C@H](C)CO)C[C@H](C)[C@H](CN(C)Cc1ccc(C(F)(F)F)cc1)OCCCC[C@@H](C)O2 ?
U2OS ROS induce: 37

What do the screens show for `COc1ccc(-c2nc(-c3ccc(C)cc3C)cs2)cc1`?
U2OS ROS induce: -5

Results for C[C@@H]1CN([C@H](C)CO)C(=O)c2cc(NC(=O)C3CC3)ccc2O[C@H]1CN(C)C(=O)Nc1cccc2ccccc12 ?
U2OS ROS induce: -2

Results for C[C@H]1CN([C@@H](C)CO)C(=O)Cc2cc(NC(=O)Nc3ccc4c(c3)OCO4)ccc2O[C@@H]1CN(C)Cc1ccc(C(=O)O)cc1 ?
U2OS ROS induce: -5

How did C[C@@H]1CN([C@H](C)CO)C(=O)c2cc(NS(=O)(=O)c3ccc(F)cc3)ccc2O[C@H]1CN(C)S(=O)(=O)c1ccc(Cl)cc1 do in these assays?
U2OS ROS induce: 29

How did COc1ccc([N+](=O)[O-])cc1NC(=O)CN(c1ccc(C)cc1C)S(C)(=O)=O do in these assays?
U2OS ROS induce: 0

How did CC(C)OC(=O)CSc1nnc(-c2ccccn2)n1-c1ccccc1 do in these assays?
U2OS ROS induce: -9

Results for C[C@@H]1CN([C@H](C)CO)C(=O)Cc2cc(NS(=O)(=O)c3ccc(F)cc3)ccc2O[C@H]1CN(C)C(=O)Nc1ccc2c(c1)OCO2 ?
U2OS ROS induce: 0

What do the screens show for `C[C@@H]1CN([C@@H](C)CO)C(=O)c2cc(NS(=O)(=O)c3cn(C)cn3)ccc2O[C@@H]1CN(C)Cc1ccc(Oc2ccccc2)cc1`?
U2OS ROS induce: -5

Results for COc1ccc(NC(=O)N(C)C[C@@H]2Oc3c(NS(=O)(=O)c4ccc(Cl)cc4)cccc3C(=O)N([C@H](C)CO)C[C@H]2C)cc1 ?
U2OS ROS induce: -5

What do the screens show for `O=S(=O)(NC1CCCCC1Nc1ccccc1Br)c1ccccc1` (stereo unspecified)?
U2OS ROS induce: 24

What do the screens show for `Cn1c(SCC(=O)Nc2cccc(Cl)c2)nnc1-c1ccc(OCC(F)(F)F)nc1`?
U2OS ROS induce: 19

What do the screens show for `O=C(Nc1ccc(Cl)cc1)NC(C(=O)O)c1ccccc1` (stereo unspecified)?
U2OS ROS induce: 18

Results for Cc1noc(C)c1S(=O)(=O)Nc1ccc2c(c1)CC(=O)N([C@@H](C)CO)C[C@H](C)[C@@H](CN(C)C(=O)Nc1cccc3ccccc13)O2 ?
U2OS ROS induce: -9

Results for C[C@@H]1CN([C@@H](C)CO)C(=O)c2cc(NS(=O)(=O)c3ccc(Cl)cc3)ccc2O[C@@H]1CN(C)Cc1ccc(-c2ccccc2)cc1 ?
U2OS ROS induce: -1

How did C[C@@H]1CN([C@H](C)CO)C(=O)c2cccc(NC(=O)Nc3ccc(C(F)(F)F)cc3)c2O[C@H]1CN(C)C(=O)Nc1ccc(F)cc1 do in these assays?
U2OS ROS induce: 14

How did Cc1noc(C)c1NC(=O)N(C)C[C@H]1Oc2c(NC(=O)Nc3ccc(F)cc3)cccc2C(=O)N([C@H](C)CO)C[C@@H]1C do in these assays?
U2OS ROS induce: -6

Results for COC(=O)CCCCCCC(=O)N/N=C/CCC1CCCCC1 ?
U2OS ROS induce: -7

How did CCn1c(-c2ccc(F)cc2)csc1=Nc1ccc(C)cc1 do in these assays?
U2OS ROS induce: 19

What do the screens show for `C[C@H](CO)N1C[C@H](C)[C@@H](CN(C)C(=O)NC2CCCCC2)OCc2cn(nn2)CCCC1=O`?
U2OS ROS induce: -8

How did O=C(CSc1nnc(-c2ccco2)n1-c1ccccc1)Nc1ccnc2ccccc12 do in these assays?
U2OS ROS induce: 15

What do the screens show for `COc1ccc(NC(=O)O[C@@H](c2ccc(OCCO)cc2)[C@H](C)CCO)cc1`?
U2OS ROS induce: -5

How did COC(=O)c1ccccc1NC(=O)CSc1n[nH]c(-c2ccccc2)n1 do in these assays?
U2OS ROS induce: 7

4 records drawn at random from the list so far, as already listed:
Results for COC(=O)CCCCCCC(=O)N/N=C/CCC1CCCCC1 ?
U2OS ROS induce: -7

What do the screens show for `C[C@H](CO)N1C[C@H](C)[C@@H](CN(C)C(=O)NC2CCCCC2)OCc2cn(nn2)CCCC1=O`?
U2OS ROS induce: -8

How did CCn1c(-c2ccc(F)cc2)csc1=Nc1ccc(C)cc1 do in these assays?
U2OS ROS induce: 19

What do the screens show for `O=C(Nc1ccc(Cl)cc1)NC(C(=O)O)c1ccccc1` (stereo unspecified)?
U2OS ROS induce: 18

Carrying on:
What do the screens show for `Cc1ccc(S(=O)(=O)Nc2ccc3c(c2)CC(=O)N([C@H](C)CO)C[C@@H](C)[C@H](CN(C)S(=O)(=O)c2c(C)noc2C)O3)cc1`?
U2OS ROS induce: -4

How did Cc1cccc(CN2CCN(C(c3ccccc3)c3ccc(Cl)cc3)CC2)c1 (stereo unspecified) do in these assays?
U2OS ROS induce: 17

Results for C[C@@H]1CN([C@@H](C)CO)C(=O)c2cc(NC(=O)C3CCCCC3)ccc2O[C@H]1CN(C)C(=O)NC1CCCCC1 ?
U2OS ROS induce: -1

Results for COc1cccc(NC(=S)N(CCN(C)C)C(C)c2ccncc2)c1 (stereo unspecified) ?
U2OS ROS induce: -7

What do the screens show for `Cc1c(Cc2ccccc2)c(Cl)n2c(nc3ccccc32)c1C#N`?
U2OS ROS induce: 164*

What do the screens show for `C[C@@H]1CN([C@H](C)CO)C(=O)Cc2cc(NC(=O)Nc3cccc4ccccc34)ccc2O[C@@H]1CN(C)S(=O)(=O)c1cn(C)cn1`?
U2OS ROS induce: 2

How did CS(=O)(=O)N(CC(N)=O)c1ccc(F)c(Cl)c1 do in these assays?
U2OS ROS induce: 2

Results for CC(C)(C)C(=O)CSc1nc(N)c(C#N)c(-c2cccs2)c1C#N ?
U2OS ROS induce: 62

What do the screens show for `CC(C)(C)c1ccc(OCC(=O)Nc2ccccc2C(N)=O)c(Br)c1`?
U2OS ROS induce: -3

How did C[C@H](CO)N1C[C@H](C)[C@H](CN(C)Cc2ccncc2)Oc2ccc(NS(=O)(=O)c3ccc(Cl)cc3)cc2C1=O do in these assays?
U2OS ROS induce: 5

What do the screens show for `C=CC1(C)C=C2CCC3C(C)(C)C(O[C@@H]4O[C@@H](CO)[C@H](O)[C@H]4O)CCC3(C)C2CC1O[C@@H]1O[C@H](C)[C@@H](OC)[C@H](O)[C@H]1O` (stereo partly specified)?
U2OS ROS induce: -4

How did C=CC[C@]1(C(=O)N2CCCCC2)N=C(c2ccc(OCCCO)cc2)O[C@H]1c1ccccc1 do in these assays?
U2OS ROS induce: 6

Entries listed so far with an NH in an aromatic ring, in the order listed:
What do the screens show for `Cn1c(SCc2nc3ccccc3c(=O)[nH]2)nnc1-c1ccco1`?
U2OS ROS induce: 12

How did COC(=O)c1ccccc1NC(=O)CSc1n[nH]c(-c2ccccc2)n1 do in these assays?
U2OS ROS induce: 7

Next section:
How did C[C@@H]1CN([C@@H](C)CO)C(=O)Cc2cc(NC(=O)CCCCCC(=O)Nc3ccccc3N)ccc2O[C@@H]1CN(C)C(=O)Nc1cccc2ccccc12 do in these assays?
U2OS ROS induce: inconclusive

What do the screens show for `O=C(CN1C(=O)COc2ccc(Cl)cc21)Nc1ccc2c(c1)OCCO2`?
U2OS ROS induce: -2

Results for COC(CNC(=O)c1cc(-c2ccccn2)nc2ccc(S(=O)(=O)N3CCC(C)CC3)cc12)OC ?
U2OS ROS induce: -13

What do the screens show for `CC(C)NC(=O)Nc1cccc2c1O[C@H](CN(C)Cc1ccc(-c3ccccc3)cc1)[C@@H](C)CN([C@H](C)CO)C2=O`?
U2OS ROS induce: 59
